Bioassay records from PubChem.
GAA glycogen: qHTS Assay for Inhibitors and Activators of Human alpha-Glucosidase Cleavage of Glycogen. Lysosomal alpha-glucosidase (Homo sapiens), P10253. recombinant GAA, glycogen substrate, Amplex Red glucose oxidase fluorescence. Potency, µM (doses to about 76.4 µM), inactives show at the top dose activity change, negative = inhibition, usual class: inhibitors. 300,000 compounds, 0.38% hits;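 note: potency is the fitted concentration of half-maximal effect; 0% = full enzyme reaction and -100% = no-enzyme basal signal; the screen sought inhibitors and activators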
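qHTS, 1536-well; enzyme 4 nM final; cpd up to 77 uM; substrate bovine liver glycogen 30 ug; 50 mM citrate/phosphate pH 5.0, 0.01% Tween-20; 37 C, 40 min; Amplex Red detection 45 min RT; Hill fit → AC50.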
GAA spleen mod: qHTS Assay for Inhibitors and Activators of Human alpha-Glucosidase From Spleen Homogenate. Lysosomal alpha-glucosidase (Homo sapiens), P10253. human spleen homogenate, 4-MU-alpha-glucoside fluorescence. Potency, µM (top dose mostly 79.9 µM), without a hit: at the top dose activity change, negative = inhibition, usual class: inhibitors. 240,000 compounds, 0.006% hits;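 note: potency is the fitted concentration of half-maximal effect; 0% = enzyme with vehicle and -100% = no enzyme basal signal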
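AC50 values come from Hill-equation fits of concentration-response data, normalized to no-enzyme and full-activity controls. Enzyme source: 1 ug human spleen homogenate; 1 mM fluorogenic 4-MU glucoside, pH 5.0 citrate buffer, 37 C, 40 min.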
GAA inh: qHTS Assay for Inhibitors of Human alpha-Glucosidase as a Potential Chaperone Treatment of Pompe Disease; Lysosomal alpha-glucosidase (Homo sapiens), P10253; purified human GAA, 4-MU-alpha-glucoside fluorescence; Potency, µM (titrated, usually from 76.9 µM), for the others: top-dose activity change, negative = inhibition, most hits filed as inhibitors; 200,000 compounds, 0.005% hits; AID 1466, 2008;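 note: potency is the fitted concentration of half-maximal effect; plate controls were uninhibited enzyme wells for no effect and no-enzyme background for full effect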
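Compounds are titrated up to 77 uM against 4 nM human enzyme. Substrate 4-methylumbelliferyl-alpha-D-pyranoside (400 uM) reacts 20 min at room temperature in pH 5.0 buffer; liberated 4-methylumbelliferone is read at 440 nm.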
CBFb RUNX1 block: qHTS Assay for Compounds Blocking the Interaction Between CBF-beta and RUNX1 for the Treatment of Acute Myeloid Leukemia. Potency, µM (titrated, usually from 59.8 µM), inactives show at the top dose activity, negative = inhibition, usual class: inhibitors. 230,000 tested, under 10 active. AlphaScreen CBFb-His/RUNX1-biotin binding, biochemical. Runt-related transcription factor 1 (Homo sapiens) + Core-binding factor subunit beta …. AID 1477, 2009; note: % of control where 0% means no effect
Target sequence (Q01196 whole entry, looked up): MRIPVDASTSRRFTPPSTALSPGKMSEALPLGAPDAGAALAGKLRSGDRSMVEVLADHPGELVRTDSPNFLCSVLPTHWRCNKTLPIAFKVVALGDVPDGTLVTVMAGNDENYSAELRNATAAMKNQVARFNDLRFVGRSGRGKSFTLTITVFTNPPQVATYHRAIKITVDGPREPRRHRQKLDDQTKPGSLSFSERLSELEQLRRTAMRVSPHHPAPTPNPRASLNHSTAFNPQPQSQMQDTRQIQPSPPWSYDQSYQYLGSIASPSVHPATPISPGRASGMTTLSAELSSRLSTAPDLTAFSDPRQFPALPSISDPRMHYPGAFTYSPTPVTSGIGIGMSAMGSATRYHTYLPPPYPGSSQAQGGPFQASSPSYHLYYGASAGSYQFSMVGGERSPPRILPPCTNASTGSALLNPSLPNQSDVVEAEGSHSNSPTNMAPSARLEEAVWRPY
Target sequence (Q13951 whole entry, looked up): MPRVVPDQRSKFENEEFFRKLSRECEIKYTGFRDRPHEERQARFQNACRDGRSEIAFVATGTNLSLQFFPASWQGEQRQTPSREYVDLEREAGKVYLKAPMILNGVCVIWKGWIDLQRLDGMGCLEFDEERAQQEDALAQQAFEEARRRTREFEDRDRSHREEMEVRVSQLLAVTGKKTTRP
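AlphaScreen binding: CBFb-His and RUNX1-biotin (30 nM each) preincubated 20 min, compound added for 15 min, then nickel and streptavidin beads for 90 min, all at room temperature. Disruption of the interaction by any mechanism counts as activity.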
LMNA splice mod: qHTS Assay for Modulators of Lamin A Splicing. HeLa LMNA splicing GFP/RFP minigene ratio, 48 h. Potency, µM (highest dose often 46.1 µM), for inactives: top-dose ratio change, negative = inhibition, actives largely listed as inhibitors. 200,000 compounds, 0.01% hits. AID 1487, 2009; active = well fitted inhibition curve with a large enough effect in the signal ratio, with a control signal flat, not every such curve was filed as active; inconclusive = small, poorly fitted or top-dose-only effect, or effect the other way, or a change in a side signal; the % refers to the signal ratio; note: potency is the fitted concentration of half-maximal effect; % is set by controls: 0 for no effect and ±100 for the full control effect
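S3 HeLa stable clones carrying a lamin A-EGFP splicing minigene plus DsRed2 were seeded at 600 cells/well in Opti-MEM with 2% FBS, pin-dosed and incubated 48 h at 37°C. Acumen cytometry (488 nm) gave the GFP/RFP total-intensity ratio.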
HTT aggregate: qHTS Multiplex Assay to Identify Dual Action Probes in a Cell Model of Huntington: Aggregate Formation (GFP); PC12 HttQ103-GFP aggregates, Acumen cytometry, 40 h; Potency, µM (doses to about 46.1 µM), for inactives: top-dose activity change, negative = inhibition, hits mostly inhibitors; 220,000 compounds, 1.1% hits; AID 1688, 2009; note: potency is the fitted concentration of half-maximal effect; % is set by controls: 0 for no effect and ±100 for the full control effect; nearly all actives have a fitted effect of over 60% in size
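Inducible Q103 Huntingtin exon 1–GFP PC12 line, 1500 cells/well in phenol red free DMEM with 5% equine and 5% calf serum. Tebufenozide 100 nM induced expression; compounds titrated; aggregates quantified by cytometry.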
HTT ATP protect: qHTS Multiplex Assay to Identify Dual Action Probes in a Cell Model of Huntington: Cytoprotection (ATP); PC12 HTT-Q103 induced, cytoprotection, ATP luminescence, 40 h; Potency, µM (titrated, usually from 56.4 µM), for the others: cytoprotection (ATP increase), usual class: activators; 230,000 compounds, 0.14% hits;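 note: potency is the fitted concentration of half-maximal effect; % of control where 0% means no effect; nearly all actives have a fitted effect of over 45% in size; toxic huntingtin expression switched on by the ecdysone agonist tebufenozide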
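Rat PC12, Q103 Htt exon1-GFP fusion, ecdysone promoter; tebufenozide inducer 100 nM final; compound titration; qHTS, 1500 cells/well; ATPlite luminescent read.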
An asterisk follows results filed as active; u = inconclusive; x = not tested or not shown; & = joins results of further samples; [ ] = another dose, or the depositor's remark. Unless noted, calls come from the whole dose curve; as a rule, active = well fitted curve in the direction sought with a large enough effect; inconclusive = small, poorly fitted or top-dose-only effect, or another doubt; inactive = no such curve, though single readings can be large; an effect the other way counts as inactive or inconclusive.

SMILES	GAA glycogen	GAA spleen mod	GAA inh	CBFb RUNX1 block	LMNA splice mod	HTT aggregate	HTT ATP protect
COc1cc(C(=O)Oc2ccccc2/C=N/NC(=O)c2ccc(Cl)cc2)cc(OC)c1OC	8%	-1%	-18%	-19%	u	2.8µM*	-88%[inhibitor][10 µM]
Cc1nc2ccccc2c2oc(C(=O)NCCCN3CCC(C)CC3)cc12	6%	-4%	2%[15.4 µM]	-11%	-12%	1%	-23%
C=C1CCN([C@H](C(=O)OCc2ccc(C)cc2)C(C)C)S(=O)(=O)c2ccccc21	0%	7%	x	25%	x	-5%[9.22 µM]	3%[10 µM]
Cc1cccc(C)c1OCC(=O)N/N=C/c1ccc2c(c1)OCO2	6%	2%	3%	1%	u	-9%	-67%[inhibitor]
CCN(Cc1cc2ccc(C)cc2[nH]c1=O)C(=O)c1cccnc1	-7%	-3%	5%	2%	2%	11%	3%[0.074 µM]
CCCCC1=CC2=CC(=O)C(C)(OC(=O)CC)C(=O)C2=CN1C1CCCCC1 (stereo not drawn)	0%	4%[17.4 µM]	x	4%[13.1 µM]	-9%[9.22 µM]	10%[9.22 µM]	u
O=[N+]([O-])c1cc(-c2ccc(/C=N/c3nc4ccccn4c3-c3ccco3)o2)ccc1Cl	12%	-8%	4%	u	-10%	28%	-16%
Cn1c(SCC(=O)NCCc2ccccc2)nnc1-c1ccncc1	-1%	4%	-12%	5%	-1%	26%	7%[10 µM]
CCC1C(=O)NCCN1C(=O)c1ccccc1OC1CCN(S(C)(=O)=O)CC1 (stereo not drawn)	3%	4%	u	-1%	x	-14%[9.22 µM]	-13%[10 µM]
Cc1ccccc1NC(=S)NC1CC2CCC(C1)N2Cc1ccco1 (stereo not drawn)	-7%	-3%	-9%	2%	-5%	-19%	17%
Cc1ccccc1Cn1nnc(-c2ccc(C(=O)O)cc2)n1	5%	8%	-11%	13%	u	13%	-13%
O=C(NC(=S)Nc1ccccc1)c1cncc(C#Cc2ccccc2)c1	2%	-1%	x	-1%	x	14%[9.22 µM]	-2%[10 µM]
CCCCNC(=O)CSc1nc(O)cc(=O)n1C1CCCC1	4%	-15%	u	-23%	-9%[46 µM]	11%	-2%[10 µM]
O=C(COC(=O)c1cc(=O)[nH]c2ccccc12)NC1CCCC1	9%	4%	-1%	2%	u	5%	-38%
Cc1ccc(-n2c(SCC(=O)N/N=C/c3ccccc3C(=O)O)nnc2-c2ccc(Cl)cc2)cc1	5%	-1%	x	1%	x	4%[9.22 µM]	1%[10 µM]
COc1ccc(OCC(=O)N/N=C/c2ccc(O[C@@H]3O[C@H](CO)[C@@H](O)[C@H](O)[C@H]3O)cc2)cc1	-2%	-4%	-23%	0%	11%	16%	-23%
COc1ccc(Cl)cc1CSc1n[nH]c(C)n1	9%	-7%	7%	1%	12%	-10%	-11%
CCOC(=O)c1[nH]c2ccccc2c1NC(=O)c1nonc1C	7%	7%	2%	2%	8%	12%	-27%
O=C(Nc1cccnc1)C1=NN(C2CCS(=O)(=O)C2)C(=O)CC1 (stereo not drawn)	-2%	5%	-5%	7%	x	-15%	x
Cc1nn(-c2ccc(F)cc2F)c(=O)c2noc(C)c12	10%	0%	1%	1%	x	2%[9.22 µM]	5%[10 µM]
O=S1(=O)CC(N2CCOCC2)c2ccccc21 (stereo not drawn)	9%	-3%	-5%	15%	16%	-12%	-4%[0.074 µM]
CCc1cccc2c(=O)c(C(=O)NCCN3CCOCC3)c[nH]c12	5%	-3%	-5%	0%	1%	-5%	-16%
CN(C)c1ncc2nc(-c3ccc(Cl)cc3)c(=O)n(C)c2n1	x	2%	x	x	12%	x	-77%[inhibitor]
O=C(COc1ccc(Cl)cc1)Nc1ccc(Cl)cn1	19%	-8%	3%	6%	9%	-4%	10%[10 µM]

Ordered by value in HTT aggregate (smallest number first): 3 from the list above.
SMILES	HTT aggregate
O=S1(=O)CC(N2CCOCC2)c2ccccc21 (stereo not drawn)	-12%
O=C(COc1ccc(Cl)cc1)Nc1ccc(Cl)cn1	-4%
CCOC(=O)c1[nH]c2ccccc2c1NC(=O)c1nonc1C	12%

Next section
SMILES	GAA glycogen	GAA spleen mod	GAA inh	CBFb RUNX1 block	LMNA splice mod	HTT aggregate	HTT ATP protect
CCS(=O)(=O)c1ccc(O)c(NC(=O)/C=C/c2ccc(Cl)cc2)c1	5%	2%	x	18%	x	-14%[9.22 µM]	2%[10 µM]
COc1ccc(NC(=O)COc2ccc(/C=N/O)cc2OC)cc1	-1%	-4%	0%	1%	x	14%	7%
Cc1nn(C)c(C)c1/C=C/C(=O)c1ccc(Cl)cc1Cl	3%	-1%	1%	-7%	x	u	-71%[inhibitor]
CN1CCN(c2oc(COc3ccc(-c4ccccc4)cc3)nc2C#N)CC1	2%	-7%	u	u	-3%	u	-8%[0.074 µM]
COc1ccc2c(c1)C(c1ccc(C)o1)=NNC(c1ccccc1)=N2	-13%	-1%	-5%	u	x	-15%[9.22 µM]	-9%[10 µM]
Cc1ccc(C(=O)Nc2nnc(C3CCCCC3)s2)o1	2%	-6%	-9%	0%	-4%	-2%	-71%[inhibitor]
O=C(Cc1ccccc1)NCC(=O)N1CCCCC1	-7%	0%	8%	-2%	x	8%	18%[10 µM]
CCCCCCCc1c(C)nc(N2CCOCC2)[nH]c1=O	-10%	3%	-8%	3%	-5%	10%	5%
CC(C)OC(=O)/C(=C/c1cccnc1)NC(=O)c1ccccc1	-6%	-11%	5%	3%	-14%	1%	-4%[10 µM]
COc1ccc(Oc2ncc3nc(-c4cc(F)cc(F)c4)c(=O)n(C[C@H]4CCCO4)c3n2)cc1	x	-17%	x	x	u	x	6%
Cc1ccc(NC(=O)CS(=O)CC(=O)N(CC(=O)NC2CCCC2)c2cccc(C)c2C)cc1 (stereo not drawn)	9%	-11%	0%	6%	u	-4%	1%
COc1ccc(-n2[nH]c(C)cc2=O)cc1	u	-7%	0%	-6%	u	u	-15%
COc1cc(N2CCCC2)c(OC)cc1/C=C(/C#N)c1cccc(Br)c1	5%	-5%	-3%	-6%	u	-16%	-2%
O=C(CCNC(=O)c1ccc(Br)o1)NCc1ccc(Cl)cc1	-11%	-12%	-2%	2%	4%	8%	-7%
CCCNC(=O)N(C)c1nncnc1C(=O)NC	-7%	-6%	-1%	2%	7%	-9%	-1%
CC(C)(C)c1cc(NC(=O)CCl)n(-c2ccccc2)n1	0%	0%	x	14%	x	-9%[9.22 µM]	-20%[10 µM]
CCOCCCNC1=C(Cl)C(=O)c2ccccc2C1=O	10%	-2%	x	u	x	2%[9.22 µM]	-8%[10 µM]
Cc1ccc(NC(=O)Cn2c(=O)cnc3ccccc32)cc1S(=O)(=O)N(C)C	11%	-1%	1%	-4%	u	4%	-1%[1.9 µM]
COc1ccc(S(=O)(=O)N2CCN(C3CCCCCCC3)CC2)cc1	1%&3%	-6%&1%	u	4%&4%	-1%	-10%&5%	2%[10 µM]
COc1ccc(C(=O)NNC(=O)Nc2ccc(Cl)cc2)cc1	-8%	1%	-10%	-1%	x	8%	x
O=C(COC(=O)C1CC(=O)N(Cc2ccccc2)C1)c1ccc(Br)cc1 (stereo not drawn)	6%	-1%	-3%	1%	0%	-8%	14%[10 µM]
COc1cccc(OC)c1NC(=O)CN1CCC(NC(=O)c2cccc(F)c2)CC1	7%	-19%	-1%	-4%	-2%	1%	10%[1.9 µM]
N#Cc1ccsc1NC(=O)CSc1nnc(-c2ccccc2)o1	0%	3%	-7%	-3%	-11%	32%	-14%
CCn1c(CNC(=O)c2ccc(OC)cc2)nnc1SCC(=O)c1ccccc1	-2%	-3%	-10%	8%	-5%	u	0%[10 µM]
Cc1cc(C)nc(SCc2ccc([N+](=O)[O-])cc2)n1	13%	11%	4%	-3%	31%[46 µM]	0%[9.22 µM]	17%[10 µM]
COc1ccc(-c2[nH]ncc2CN2CCN(C(=O)c3ccco3)CC2)cc1F	2%	-3%	-3%	10%	x	21%	22%
Cn1c(=O)c2c(nc(Sc3n[nH]c(N)n3)n2Cc2ccccc2Cl)n(C)c1=O	5%	-6%	-3%	1%	7%	u	-6%
O=C1NC2(O)C(=O)c3ccccc3C2(O)N1 (stereo not drawn)	3%	-2%	5%	0%	x	-18%	-9%
CC(Sc1nnc(COc2ccccc2)n1Cc1ccccc1)C(=O)O (stereo not drawn)	4%	-3%	-6%	1%	-14%[46 µM]	-8%[9.22 µM]	-19%[10 µM]
O=C1C(=O)N(CCCn2ccnc2)C(c2ccccn2)/C1=C(/O)c1ccccc1 (stereo not drawn)	13%	2%	5%	6%	-3%	-2%	21%
CC(=O)C1C(c2ccc3ncccc3c2)NC(=O)NC1(O)C(F)(F)F (stereo not drawn)	1%	-5%	-2%	-1%	-21%	-1%	-4%[10 µM]
COc1ccc(/C=C2\SC(c3ccc(C)cc3)=NC2=O)cc1OC	-4%	-3%	0%	-7%	-6%	u	14%[10 µM]
COc1ccc(/C=C2\CCCC(C(=O)C(F)(F)F)=C2O)cc1	-18%	-2%	u	-2%	-2%	-12%	-2%
COc1cc(SC)ccc1C(=O)NCC1CCCO1 (stereo not drawn)	-4%	0%	2%	0%	8%	-6%	-7%
O=C(NC(=S)Nc1cccc(NC(=O)c2ccccc2Cl)c1)c1cccs1	3%	3%	-5%	9%	-22%	2%	4%[10 µM]
Cc1cc(C)cc(OCC(=O)N/N=C/c2ccco2)c1	6%	-4%	9%	6%	-3%[46 µM]	22%[9.22 µM]	27%[10 µM]
CC(C)c1ccc(OCC(=O)NCCO)cc1	6%	0%	-2%	1%	11%	25%	-27%[10 µM]
